inhibitors of VEEV – inhibitors of VEEV TC-83 cytopathic effect, confirmation, Vero cells (AID 588727); Vero cells, VEEV TC-83 cytopathic effect inhibition; higher % means a stronger effect; inhibition, % at 20 µM, or IC50 in µM where a hit was titrated; 350,000 compounds, 0.13% hits; in the data active = a potency from the dose series; inconclusive = inhibition mostly from about 14% at the one dose, without a potency; inactive = the rest, 99 in 100 with inhibition below about 12%; also: strong numbers were not always called active
Salmonella PhoP GFP – PhoP regulon inhibitors, Salmonella typhi PhoP promoter GFP reporter, confirmatory (AID 1850) | 310,000 compounds, 0.33% hits | one-dose inhibition, % at 50 µM; IC50 in µM for titrated hits | Salmonella Typhi PhoP-promoter GFP reporter, fluorescence, 4 h; higher % means a stronger effect; in the data active = a potency from the dose series; inconclusive = inhibition mostly from about 25% at the one dose, without a potency; inactive = the rest, 99 in 100 with inhibition below about 19%;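 also: 0% = induced wells with vehicle and 100% = uninduced wells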
M. tuberculosis HTS – M. tuberculosis growth inhibition, HTS (AID 449762) | M. tuberculosis H37Rv growth inhibition, 7H9 media; higher % means a stronger effect | inhibition, % at 25 µM, or IC50 in µM where a hit was titrated | 330,000 compounds, 0.59% hits; in the data active = a potency from the dose series; inconclusive = inhibition above about 70% without an active follow-up result;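 also: bacterial growth assessed after seven days of incubation; strong numbers were not always called active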
H1N1 NS1A inhibition – H1N1 influenza NS1A inhibitors, functional cell based assay (AID 504329); 340,000 compounds, 0.3% hits; NS1A functional cell-based assay, percent inhibition; higher % means a stronger effect; inhibition, % at 12.5 µM, or IC50 in µM where a hit was titrated; in the data active = a potency from the dose series; inconclusive = inhibition above about 27% without an active follow-up result; also: strong numbers were not always called active
tuberculosis growth – growth inhibition of non-replicating M. tuberculosis (AID 488890); Mycobacterium tuberculosis non-replicating, growth inhibition; higher % means a stronger effect; one-dose inhibition, % at 25 µM; IC50 in µM for titrated hits; 320,000 compounds, 0.39% hits; in the data active = a potency from the dose series; inconclusive = inhibition mostly from about 82% at the one dose, without a potency; inactive = the rest, 99 in 100 with inhibition below about 76%;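 also: plate controls were DMSO cells for no effect and high antibiotic wells for full effect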
inhibitors of VEEV 10K pilot screen – recorded beside inhibitors of VEEV, whose call it bears; inhibition, %; measured here: 10K pilot screen inhibition
Active calls of the source: *; i = inactive; ? = inconclusive; nt = not tested or not shown. An unsorted share of the library; overall some 1.5% were active at least once.

Preview, three compounds:
SMILES | inhibitors of VEEV | Salmonella PhoP GFP | M. tuberculosis HTS | H1N1 NS1A inhibition | tuberculosis growth | others
CCOC(=O)C(C)N(c1ccccc1Cl)S(C)(=O)=O (centres undefined) | 7.7% | 0% | 1% | -8% | -7%
O=C(Nc1ccnn1C1CCN(C(=O)c2ccc(C(F)(F)F)cc2)CC1)C1CC1 | 0.3% | -8% | -1% | 1% | 15%
COc1cccc(N2CCN(c3ccc([N+](=O)[O-])cn3)CC2)c1 | 1.7% | -1% | 0% | -7% | -1%

Results, from the start:
SMILES | inhibitors of VEEV | Salmonella PhoP GFP | M. tuberculosis HTS | H1N1 NS1A inhibition | tuberculosis growth | others
CCOC(=O)C(C)N(c1ccccc1Cl)S(C)(=O)=O (centres undefined) | 7.7% | 0% | 1% | -8% | -7%
O=C(Nc1ccnn1C1CCN(C(=O)c2ccc(C(F)(F)F)cc2)CC1)C1CC1 | 0.3% | -8% | -1% | 1% | 15%
COc1cccc(N2CCN(c3ccc([N+](=O)[O-])cn3)CC2)c1 | 1.7% | -1% | 0% | -7% | -1%
COc1cccc(NC(=O)C(C)C)c1 | 0.0% | -4% | -3% | -12% | -14%
CCN1CCCC1CNC(=O)c1cc(S(=O)(=O)CC)c(N)cc1OC (centres undefined) | nt | -4% | -6% | nt | -9%
CCCCN(C(=O)CSCc1ccc(C)cc1)c1c(N)n(CCC)c(=O)[nH]c1=O | 1.4% | -5% | -20% | -4% | 5%
COc1ccc(NC(=O)CN2C(=O)NC3(CCCc4ccccc43)C2=O)c(OC)c1 (centres undefined) | 0.1% | nt | 0% | -7% | 29%
COc1cc(OC)c(NC(=O)Nc2ccc(OC)c(OC)c2)cc1Cl | 1.1% | -1% | -9% | 2% | 0%
O=C(COc1ccc(Cl)cc1Cl)Nc1ccc(CN2CCOCC2)cc1 | 1.1% | 11% | 6% | -1% | 18%
O=C(/C=C/c1ccco1)Oc1cccc2cccnc12 | 5.0% | 4% | ? | -7% | ?
COc1ccc(-c2noc(COc3ccc4ccccc4c3Br)n2)cc1OC | 0.6% | -1% | -3% | -6% | -13%
CCN(CC)S(=O)(=O)c1ccc(N2CCOCC2)c(NS(=O)(=O)c2ccc(C(C)C)cc2)c1 | i | 2% | -5% | -6% | -3%
COc1ccc(NC(=O)CSc2nnc(Cn3c(=O)sc4ccccc43)n2C)c(OC)c1 | i | -15% | -6% | 4% | 15%
COc1ccccc1NC1CCCCC1NS(=O)(=O)c1ccc(C)cc1 (centres undefined) | 2.8% | nt | nt | -1% | nt
O=C(c1cccc([N+](=O)[O-])c1)N(c1ccccn1)c1ccccn1 | 0.3% | -4% | -2% | -5% | -10%
CCN1/C(=C\c2ccc3ccccc3[n+]2CC)Sc2cc(C)ccc21 | i | -2% | ? | 12% | ?
Cc1ccc(C(O)Cn2cc([N+](=O)[O-])nc2C)cc1 (centres undefined) | 1.6% | 1% | -8% | -8% | -17%
COc1ccc(-c2ocnc2C(=O)N2CCN(C(c3ccccc3)c3ccccc3)CC2)cc1 | 3.7% | -7% | 5% | 7% | 20%
Cc1cccc2cc3c(NC(=O)C(C)C)nn(C)c3nc12 | 1.6% | 2% | -1% | 1% | 3%
Cc1ccc(Oc2cc(NN3CCCCC3)c([N+](=O)[O-])cc2[N+](=O)[O-])c([N+](=O)[O-])c1 | 1.6% | -5% | -1% | 1% | 4%
Cc1[nH]n2c(=O)cc(C(C)(C)C)nc2c1-c1ccccc1 | 12% | 9% | ? | -15% | ?
COc1cc(CN2CCN(S(=O)(=O)c3ccc(NC(C)=O)cc3)CC2)cc(OC)c1O | i | -2% | -5% | -13% | -27%
CC1CCCC(NC(=O)COC(=O)c2ccccc2Sc2ccccc2C#N)C1C (centres undefined) | 0.2% | -5% | -11% | 0% | -18%
COc1ccc(CNC(=O)c2noc(C)c2[N+](=O)[O-])cc1 | i | -3% | 5% | 7% | -10%
COc1ccc(CNC(=O)COC(=O)c2cccc(S(=O)(=O)N3CCOCC3)c2)cc1 | 2.3% | nt | -1% | -4% | 4%
O=C(NCCCN1CCCC1)c1ccc2c(Cl)c3c(nc2c1)CCCC3 | >25µM* | -6% | 3% | -1% | 45%
CC(C)C[C@H](NC(=O)N1CCn2c1nc1ccccc12)C(=O)NC1CCCCC1 | i | -13% | 8% | -7% | 28%
COc1ccc2[nH]c3c(c2c1)CCN1C(=O)C(CC(=O)NCCc2ccccn2)C[C@H](C(=O)N2CCCCC2)[C@@]31C (some centres undefined) | i | nt | nt | 4% | nt
CCc1cccc(NC(=O)CCNS(=O)(=O)c2cccc3nonc23)c1 | 1.9% | -5% | 47% | -4% | 8%
COc1cc(Cl)cc(C2NC(=S)NC(c3ccccc3)=C2C(C)=O)c1OCC(=O)O (centres undefined) | 5.2% | -7% | -5% | 0% | -3%
COCCOCCOCCC(=O)NC1CC2CCC1(C)C2(C)C (centres undefined) | 0.1% | 10% | -9% | 0% | 0%
CC(C)OC(=O)c1c(NC(=O)c2ccco2)sc2c1CCCC2 | 2.6% | 8% | -1% | 2% | -21%
CCC(CO)Nc1ncnc2onc(-c3ccc(F)cc3)c12 (centres undefined) | i | 4% | 6% | -25% | -6%
Cc1coc2c(O)cc3c(c12)OC1(N2CCCCC2)C(=O)NCCCC31 (centres undefined) | i | 4% | -2% | >100µM* | 12%
O=C(Nc1cccc(F)c1)Nc1ccccn1 | 1.4% | 11% | -9% | -5% | 3%
Cc1nn(C)c(C)c1Sc1ccc(Br)cc1 | 2.8% | 8% | -3% | 3% | 6%
Cc1noc(C)c1COC(=O)[C@@H](NC(=O)c1ccccc1Cl)C(C)C | 0.8% | 11% | -4% | nt | 7%
CCCn1c(SCC(=O)O)nc2ccccc21 | 1.7% | -20% | -12% | 23% | -11%
CC(Sc1nnc(-c2cccnc2)n1-c1ccccc1F)C(=O)N1CCCc2ccccc21 (centres undefined) | nt | 0% | 2% | nt | 16%
CCN(CC(=O)Nc1c(F)cccc1F)C(=O)c1ccc(S(=O)(=O)N2CCCC2)cc1 | 1.7% | 0% | -4% | -13% | -6%
Cc1cc(C)nc(OC(=O)c2ccc(Cl)cc2Cl)n1 | nt | -1% | -7% | nt | -13%
S=C1NCCN1CC1CCN(CC2CCCC2)CC1 | 1.4% | nt | nt | -24% | nt
COc1cc(OC)cc(C(=O)NCC(=O)OCc2nc3ccccc3s2)c1 | 0.7% | -9% | -3% | 3% | 11%
COc1ccc(Oc2c(Cl)cnn(-c3ccc(F)cc3)c2=O)cc1 | 2.8% | 10% | 0% | -3% | 42%
CN(C)S(=O)(=O)N1CCN(Cc2ccccc2)CC1 | 4.2% | -2% | 2% | 0% | -8%
CC(=O)N(Cc1ccccn1)Cc1ccco1 | 1.2% | 7% | -7% | -1% | -9%
Cc1c(NS(=O)(=O)c2ccc(F)cc2)c(=O)n(-c2ccccc2)n1C | 0.2% | 9% | 5% | -5% | 12%
CCOC(=O)N1CCN(Cc2ccccn2)CC1 | 4.0% | 4% | -20% | 2% | 2%
CC(=O)c1c(C)nc2ccc(Br)cc2c1-c1ccccc1 | 1.7% | -5% | 9% | 3% | -10%
COc1ccc(N2C(=O)/C(=C/c3ccc(C)o3)C(=O)NC2=S)c(OC)c1 | 0.3% | -4% | -2% | -3% | -13%
COc1ccccc1C1c2ccc3ccccc3c2Oc2ncn(CCN(C)C)c(=N)c21 (centres undefined) | i | 1% | 22µM* | 5% | 76%
COc1cccc(-c2c(C(=O)N/N=C(\C)c3ccncc3)nnn2-c2nonc2N)c1 | 2.2% | 5% | 4% | -2% | 0%
COc1ccc(/C=C/c2cc(C(F)(F)F)on2)cc1 | 0.1% | 0% | -5% | -2% | 14%
Cc1cccc(N(CC(=O)Nc2ccccc2-c2ccccc2)S(=O)(=O)c2ccccc2)c1C | 5.0% | -6% | 16% | -5% | 33%
CCCC(c1nnnn1Cc1ccccc1)N1CCN(c2ccccc2OC)CC1 (centres undefined) | 6.9% | 1% | 8% | -5% | -4%
COc1ccc(CCn2c(C)cc(C(=O)CSc3nnnn3-c3ccccc3)c2C)cc1 | i | -15% | -3% | -8% | 6%
CNc1nc(Cl)nc(NC(C)(C)C)n1 | 0.7% | -6% | -9% | 3% | -1%
COc1ccc(S(=O)(=O)NCc2cccnc2)cc1C(=O)Nc1ccccc1 | 1.5% | -6% | 4% | 18% | -2%
CCCCn1c(SCC(=O)Nc2cc(C)on2)nnc1-c1cccnc1 | 0.9% | -5% | -2% | 3% | -2%
COc1cc(C(=O)OCC(=O)N2CCCCC2C)cc(NC(=O)c2cccs2)c1OC (centres undefined) | 6.5% | -6% | 2% | 7% | 21%

No new results follow: entries from further up.
SMILES | inhibitors of VEEV | Salmonella PhoP GFP | M. tuberculosis HTS | H1N1 NS1A inhibition | tuberculosis growth | others
COc1ccc(N2C(=O)/C(=C/c3ccc(C)o3)C(=O)NC2=S)c(OC)c1 | 0.3% | -4% | -2% | -3% | -13%
COc1ccccc1C1c2ccc3ccccc3c2Oc2ncn(CCN(C)C)c(=N)c21 (centres undefined) | i | 1% | 22µM* | 5% | 76%
COc1cccc(-c2c(C(=O)N/N=C(\C)c3ccncc3)nnn2-c2nonc2N)c1 | 2.2% | 5% | 4% | -2% | 0%
COc1ccc(/C=C/c2cc(C(F)(F)F)on2)cc1 | 0.1% | 0% | -5% | -2% | 14%
Cc1cccc(N(CC(=O)Nc2ccccc2-c2ccccc2)S(=O)(=O)c2ccccc2)c1C | 5.0% | -6% | 16% | -5% | 33%
CCCC(c1nnnn1Cc1ccccc1)N1CCN(c2ccccc2OC)CC1 (centres undefined) | 6.9% | 1% | 8% | -5% | -4%

Continuation.
SMILES | inhibitors of VEEV | Salmonella PhoP GFP | M. tuberculosis HTS | H1N1 NS1A inhibition | tuberculosis growth | others
O=C(O)/C=C/C(=O)Nc1ccccc1-c1ccccc1 | i | 7% | 8% | -7% | 40%
NS(=O)(=O)c1ccc(NC(=S)NCc2ccc3c(c2)OCO3)cc1 | 0.9% | -5% | -4% | -5% | 43%
CCc1c(O)nc(SCc2ccc(F)cc2)[nH]c1=O | 3.5% | 1% | -1% | -23% | 2%
O=C(COc1ccccc1)NCC(=O)N1CCCC1 | i | 14% | 3% | -1% | 5%
O=C(CC1C(=O)NCCN1C(=O)Nc1ccc(C(F)(F)F)cc1)Nc1ccc(F)cc1 (centres undefined) | 70% | -5% | 4% | 0% | 44%
CCOc1ccc(S(=O)(=O)N/N=C\c2ccc3c(c2)OCO3)cc1 | 2.8% | -2% | 1% | 15% | 5%
CCN(CC)c1ccc(S(=O)(=O)N2CCOCC2)cc1NC(=O)CSc1n[nH]c(N)n1 | 2.7% | -14% | 6% | -13% | -4%
O=C1CCCc2c1nc(-c1cccc(Cl)c1)n2O | i | 1% | -8% | -1% | -15%
CC1Sc2ccc(S(=O)(=O)CCC(=O)NC(C)c3ccccc3)cc2NC1=O (centres undefined) | 2.7% | -2% | -8% | -2% | -22%
Cc1nc2sccn2c(=O)c1S(=O)(=O)NCC(C)c1ccccc1 (centres undefined) | 0.8% | 5% | -2% | 6% | 10% | inhibitors of VEEV 10K pilot screen=0.3
CCCCNC(=O)C1CCCN(S(=O)(=O)c2c(C)noc2/C=C/c2cccs2)C1 (centres undefined) | 1.7% | 9% | 51% | -23% | 20%
COc1ccc(-c2c(C#N)c(SCC(=O)Nc3ccccc3)nc3c2CCCC3)cc1 | 5.1% | 9% | -3% | 4% | -1%
COc1ccc(-c2[nH]ncc2CN2CCCN(C(=O)c3ccco3)CC2)cc1F | i | -10% | -9% | -1% | -4%
Cc1occc1C(=O)NC1CCCc2ccccc21 (centres undefined) | i | -13% | 2% | -5% | nt
CCCC(=O)N(CCc1ccc(OC)cc1)Cc1nc2ccccc2c(=O)[nH]1 | i | 13% | 3% | -4% | 12%
C=C1C(=O)c2sccc2C(c2ccc(OC)c(OC)c2)C1COC(C)=O (centres undefined) | i | nt | nt | -9% | nt
COC(=O)CCC(=O)NC(=S)Nc1ccc(S(=O)(=O)Nc2cc(C)on2)cc1 | 2.4% | -6% | -5% | 23% | 44%
COc1ccc(C(=O)/C=C/c2ccc(O)cc2)c2c1CC(O)C(C)(C)O2 (centres undefined) | 14% | nt | -1% | -1% | 12%
CCN1C(=O)c2cccc3c(S(=O)(=O)Nc4ccccn4)ccc1c23 | 7.3% | -11% | 10% | -6% | 12%
CC(OC(=O)Cn1[nH]c(=O)c2ccccc2c1=O)C(=O)Nc1ccccc1[N+](=O)[O-] (centres undefined) | 2.7% | 5% | -9% | -5% | -10%

Screens (PubChem)
